Compound activity as filed in PubChem.
DUSP3 inh: VHR1 phosphatase inhibitors, primary screen, biochemical, absorbance, uHTS; 290,000 tested, 0.52% active; recombinant VHR phosphatase, pNPP absorbance; inhibition, % at 13.3 µM; in the data active = inhibition above about 50%; note: some compounds called inactive have numbers as strong as hits
Target sequence (P51452 whole entry, looked up): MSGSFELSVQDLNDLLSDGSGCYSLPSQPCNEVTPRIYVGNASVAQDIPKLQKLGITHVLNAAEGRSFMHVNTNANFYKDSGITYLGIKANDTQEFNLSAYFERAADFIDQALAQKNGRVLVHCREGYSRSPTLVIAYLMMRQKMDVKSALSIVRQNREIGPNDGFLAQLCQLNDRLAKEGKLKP
Rv3671c protease: Rv3671c serine protease inhibitors, primary screen, biochemical, fluorescence polarization, M. tuberculosis H37Rv. 320,000 tested, 0.048% active. AID 2606, 2010. P9WHR9. inhibition, % at 5.96 µM; in the data active = inhibition above about 38%;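 note: extracellular domain of Rv3671c used as enzyme; 0% = enzyme with DMSO and 100% = no enzyme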
Target sequence (P9WHR9 whole entry, looked up, the tested form may be a part): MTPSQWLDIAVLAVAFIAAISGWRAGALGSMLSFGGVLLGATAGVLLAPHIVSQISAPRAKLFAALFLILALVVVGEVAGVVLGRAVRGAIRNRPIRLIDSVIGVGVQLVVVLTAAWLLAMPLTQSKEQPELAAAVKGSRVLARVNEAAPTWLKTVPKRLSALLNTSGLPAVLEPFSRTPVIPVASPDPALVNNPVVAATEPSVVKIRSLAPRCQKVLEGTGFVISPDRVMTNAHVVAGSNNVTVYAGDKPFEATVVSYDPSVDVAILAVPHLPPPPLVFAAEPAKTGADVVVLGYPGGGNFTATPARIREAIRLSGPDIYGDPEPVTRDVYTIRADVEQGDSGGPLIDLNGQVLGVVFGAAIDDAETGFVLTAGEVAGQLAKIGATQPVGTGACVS
MazEF act: activators of E. coli MazEF toxin-antitoxin RNase, primary screen, biochemical, fluorescence, uHTS; activation, % at 20 µM; FAM/BHQ RNA-DNA oligo cleavage fluorescence, 5 h; 350,000 tested, 0.32% active; Endoribonuclease toxin MazF (Escherichia coli (strain K12)), P0AE70; in the data active = activation above about 50%
Target sequence (P0AE70 whole entry, looked up): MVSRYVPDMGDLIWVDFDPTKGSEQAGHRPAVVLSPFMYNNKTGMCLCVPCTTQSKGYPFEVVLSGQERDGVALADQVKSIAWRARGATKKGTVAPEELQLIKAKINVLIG
TcdB inh: TcdB glycohydrolase inhibitors, primary screen, biochemical, single point, plate reader; Toxin B (Clostridioides difficile), P18177; TcdB glycohydrolase enzymatic assay; inhibition, % at 9.99 µM; 350,000 tested, 0.24% active; AID 652162, 2013; in the data active = inhibition above about 10%
SARS 3CLpro inh: SARS-CoV 3CLpro protease inhibitors, primary screen, biochemical, quenched FRET; 290,000 tested, 0.14% active; inhibition, % at 6 µM; Replicase polyprotein 1ab (Severe acute respiratory syndrome coronavirus), P0C6X7; recombinant SARS-CoV 3CLpro, quenched FRET peptide cleavage; in the data active = inhibition above about 12%
* = called active by the depositor; · = no result given.

Preview:
[1] CCCCNC(=O)C(C1CCCCC1)N(CCN(C)C)C(=O)CCCN1C(=O)NC(c2ccc(-c3ccccc3)cc2)C(C(=O)OCc2ccccc2)=C1C (centres undefined)
[2] CC(=O)O[C@@H]1/C=C/[C@](C)(O)C[C@@H](C)C/C=C/[C@H]2[C@H](O)C(C)=C(C)[C@H]3[C@H](Cc4ccccc4)NC(=O)[C@@]123
[3] C=C(C=O)C[C@@H]1C[C@H](O)C2OC3C[C@]4(C)OC5/C=C\CC6OC7C(CC=CCC6OC5CCCC4OC3CC2O1)OC1CC2OC3CC(=O)OC3C[C@@H](C)C[C@@]2(C)OC1C[C@@H]7C (some centres undefined)
[4] CCC/C(=N/Nc1ccc(Cl)cc1)c1cnnc(-c2ccccc2)n1

Screen / compound no.	1	2	3	4
DUSP3 inh	·	·	-4	·
Rv3671c protease	·	-13	-16	4
MazEF act	-14	4	-10	-8
TcdB inh	·	·	·	·
SARS 3CLpro inh	·	·	·	-2

Main list, repeating the preview:
[1] CCCCNC(=O)C(C1CCCCC1)N(CCN(C)C)C(=O)CCCN1C(=O)NC(c2ccc(-c3ccccc3)cc2)C(C(=O)OCc2ccccc2)=C1C (centres undefined)
[2] CC(=O)O[C@@H]1/C=C/[C@](C)(O)C[C@@H](C)C/C=C/[C@H]2[C@H](O)C(C)=C(C)[C@H]3[C@H](Cc4ccccc4)NC(=O)[C@@]123
[3] C=C(C=O)C[C@@H]1C[C@H](O)C2OC3C[C@]4(C)OC5/C=C\CC6OC7C(CC=CCC6OC5CCCC4OC3CC2O1)OC1CC2OC3CC(=O)OC3C[C@@H](C)C[C@@]2(C)OC1C[C@@H]7C (some centres undefined)
[4] CCC/C(=N/Nc1ccc(Cl)cc1)c1cnnc(-c2ccccc2)n1
[5] O=S(=O)(N[C@@H]1CC[C@@H](CCn2cc(-c3ccccc3F)nn2)O[C@@H]1CO)c1ccc(Cl)cc1

Screen / compound no.	1	2	3	4	5
DUSP3 inh	·	·	-4	·	·
Rv3671c protease	·	-13	-16	4	·
MazEF act	-14	4	-10	-8	·
TcdB inh	·	·	·	·	0.6
SARS 3CLpro inh	·	·	·	-2	·

[6] O=C(C[C@@H]1CC[C@H](NC(=O)Nc2ccc(F)cc2)[C@@H](CO)O1)NCCN1CCCC1
[7] COc1ccc(CN(C)C[C@@H]2OCCCC[C@@H](C)Oc3ccc(NC(=O)CCC(F)(F)F)cc3C(=O)N([C@@H](C)CO)C[C@H]2C)cc1
[8] CO[C@H]1CN(C)C(=O)c2ccc(NC(=O)C3CC3)cc2OC[C@H](C)N(CC2CCOCC2)C[C@@H]1C
[9] CC(=O)N1[C@@H](CO)[C@H](c2ccccc2)C12CN(C(=O)c1ccccc1)C2
[10] CCCNC(=O)N1C[C@@H](C)[C@@H](OC)CN(C)C(=O)c2ccc(NC(C)=O)cc2OC[C@@H]1C

Screen / compound no.	6	7	8	9	10
DUSP3 inh	·	·	·	·	·
Rv3671c protease	·	·	·	·	·
MazEF act	·	·	·	·	·
TcdB inh	-9.1	-0.6	0.7	-0.7	0.1
SARS 3CLpro inh	·	·	·	·	·

[11] C[C@@H]1CN([C@@H](C)CO)C(=O)Cc2cc(NC(=O)Cn3cnnn3)ccc2O[C@@H]1CN(C)C
[12] C[C@H]1CN([C@@H](C)CO)C(=O)c2cccc(NC(=O)c3ccncc3)c2O[C@@H]1CN(C)Cc1ccc(C(=O)Nc2ccccc2N)cc1
[13] C[C@@H]1CN([C@@H](C)CO)C(=O)c2cc(NS(=O)(=O)c3ccc(F)cc3)ccc2O[C@@H](C)CCCCO[C@H]1CN(C)Cc1ccccc1
[14] O=C(c1cccnc1)N1CC[C@H]2[C@H](CO)Nc3ccc(-c4cccc(F)c4)cc3[C@H]21
[15] CO[C@H]1CN(C)C(=O)c2cc(NS(=O)(=O)c3ccccc3C)ccc2OC[C@@H](C)N(C)C[C@@H]1C

Screen / compound no.	11	12	13	14	15
DUSP3 inh	·	·	·	·	·
Rv3671c protease	·	·	·	·	·
MazEF act	·	·	·	·	·
TcdB inh	0.1	1.0	2.1	-1.4	-0.6
SARS 3CLpro inh	·	·	·	·	·

Values in list order from the list.
TcdB inh for entries 11–15 → 0.1, 1.0, 2.1, -1.4, -0.6

Remaining list, next part:
[16] CC(=O)N(C)C[C@H]1Oc2cc(C#C[C@@H](C)O)ccc2S(=O)(=O)N([C@@H](C)CO)C[C@@H]1C
[17] C[C@@H]1CN([C@H](C)CO)C(=O)c2cccc(NS(C)(=O)=O)c2O[C@@H]1CN(C)Cc1ccc(C(=O)Nc2ccccc2N)cc1
[18] Cc1noc(C)c1NC(=O)N[C@H]1C=C[C@H](CC(=O)Nc2ccc(-c3ccccc3)cc2)O[C@H]1CO
[19] COCC(=O)N(C)C[C@H]1Oc2ncc(C#CC3(O)CCCC3)cc2C(=O)N([C@H](C)CO)C[C@H]1C
[20] C[C@H](CO)N1C[C@H](C)[C@H](CN(C)C(=O)Nc2ccccc2)Oc2ccc(NC(=O)Nc3ccc(C(F)(F)F)cc3)cc2CC1=O

Screen / compound no.	16	17	18	19	20
DUSP3 inh	·	·	·	·	·
Rv3671c protease	·	·	·	·	·
MazEF act	·	·	·	·	·
TcdB inh	-0.2	-0.5	-1.8	0.4	0.5
SARS 3CLpro inh	·	·	·	·	·

[21] C[C@@H](NC(=O)C[C@H]1C=C[C@@H](NS(=O)(=O)c2cccc(F)c2)[C@@H](CO)O1)c1ccccc1
[22] CN1CCN(C(=O)C[C@@H]2C=C[C@H](NC(=O)c3ccc4c(c3)OCO4)[C@@H](CO)O2)CC1
[23] O=C(Nc1ccccc1)Nc1ccc2c(c1)[C@@H]1C[C@@H](CC(=O)N3CCCCC3)O[C@H](CO)[C@@H]1O2
[24] Cc1noc(C)c1S(=O)(=O)Nc1ccc2c(c1)C(=O)N([C@H](C)CO)C[C@@H](C)[C@@H](CN(C)C(=O)Nc1cccc3ccccc13)OCCCC[C@@H](C)O2
[25] C[C@@H]1CN([C@@H](C)CO)C(=O)Cc2cc(NS(=O)(=O)c3cccs3)ccc2O[C@@H]1CN(C)C(=O)Nc1ccc(F)cc1

Screen / compound no.	21	22	23	24	25
DUSP3 inh	·	·	·	·	·
Rv3671c protease	·	·	·	·	·
MazEF act	·	·	·	·	·
TcdB inh	-2.5	-1.7	0.2	-0.1	-0.6
SARS 3CLpro inh	·	·	·	·	·

[26] C[C@H]1CN([C@@H](C)CO)C(=O)c2cccc(NC(=O)CCCCCC(=O)Nc3ccccc3N)c2O[C@@H]1CN(C)CC1CC1
[27] CC(=O)N(C)C[C@H]1Oc2ncc(-c3ccc(C#N)cc3)cc2C(=O)N([C@@H](C)CO)C[C@@H]1C
[28] C[C@H](CO)N1C[C@H](C)[C@@H](CN(C)S(=O)(=O)c2ccc(Cl)cc2)Oc2c(NC(=O)c3nc4ccccc4s3)cccc2C1=O
[29] C[C@@H]1CN([C@H](C)CO)C(=O)c2cccc(NC(=O)c3ccc(-c4nccs4)cc3)c2O[C@@H]1CN(C)S(=O)(=O)c1cn(C)cn1
[30] CC(C)NC(=O)N(C)C[C@@H]1Oc2c(NC(=O)c3ccncc3)cccc2C(=O)N([C@H](C)CO)C[C@H]1C

Screen / compound no.	26	27	28	29	30
DUSP3 inh	·	·	·	·	·
Rv3671c protease	·	·	·	·	·
MazEF act	·	·	·	·	·
TcdB inh	0.5	0.5	0.5	-0.1	-2.0
SARS 3CLpro inh	·	·	·	·	·

[31] C/C=C/c1ccc2c(c1)O[C@H](CN(C)C(=O)NC(C)C)[C@@H](C)CN([C@@H](C)CO)S2(=O)=O
[32] COCC(=O)N1[C@@H](CO)[C@H](c2ccc(-c3cccc(OC)c3)cc2)C12CN(C(C)=O)C2
[33] COc1ccc(NC(=O)Nc2ccc3c(c2)[C@H]2C[C@H](CC(=O)NC4CCCC4)O[C@H](CO)[C@H]2O3)cc1
[34] CO[C@H]1CN(C)C(=O)c2cc(NC(=O)NC3CCCCC3)ccc2OC[C@@H](C)NC[C@@H]1C
[35] CC(C)CC#Cc1cnc2c(c1)C(=O)N([C@@H](C)CO)C[C@H](C)[C@@H](CN(C)C(=O)Cc1cccnc1)O2

Screen / compound no.	31	32	33	34	35
DUSP3 inh	·	·	·	·	·
Rv3671c protease	·	·	·	·	·
MazEF act	·	·	·	·	·
TcdB inh	0.5	-0.6	-2.2	1.8	0.0
SARS 3CLpro inh	·	·	·	·	·

[36] Cc1cccc(S(=O)(=O)N2CC[C@H]3[C@@H](CO)N(C)c4ccc(-c5ccccc5F)cc4[C@H]32)c1
[37] O=C(c1ccncc1)N1CC(=O)N2[C@H](CO)[C@H](c3ccc(-c4ccccc4)cc3)[C@@H]2C1
[38] CCC(=O)Nc1ccc2c(c1)OC[C@@H](C)N(C(=O)c1cnccn1)C[C@H](C)[C@@H](OC)CN(C)C2=O
[39] CNC[C@@H]1Oc2ccc(NC(=O)c3ccncc3)cc2C(=O)N([C@@H](C)CO)C[C@@H]1C
[40] COc1ccc(S(=O)(=O)Nc2ccc3c(c2)CC(=O)N([C@@H](C)CO)C[C@@H](C)[C@H](CN(C)Cc2ccc(-c4ccccc4)cc2)O3)cc1

Screen / compound no.	36	37	38	39	40
DUSP3 inh	·	·	·	·	·
Rv3671c protease	·	·	·	·	·
MazEF act	·	·	·	·	·
TcdB inh	0.4	-0.5	-0.3	-0.6	-1.0
SARS 3CLpro inh	·	·	·	·	·

[41] O=C(C[C@@H]1C[C@H]2c3cc(NC(=O)c4ccc5c(c4)OCO5)ccc3O[C@H]2[C@H](CO)O1)NCc1cc(F)ccc1F
[42] C[C@H]1CN([C@@H](C)CO)C(=O)Cc2cc(NC(=O)NC3CCCCC3)ccc2O[C@H]1CN(C)S(=O)(=O)c1ccc(Cl)cc1
[43] O=C(C[C@@H]1C[C@@H]2c3cc(NC(=O)c4ccc5c(c4)OCO5)ccc3O[C@@H]2[C@H](CO)O1)NC1CCCC1
[44] CC(=O)N1CC(=O)N2[C@H](C1)[C@H](c1ccc(-c3ccncc3)cc1)[C@@H]2CO
[45] COc1ccccc1-c1ccc([C@@H]2[C@@H](CO)N(CC3CC3)C23CN(S(C)(=O)=O)C3)cc1

Screen / compound no.	41	42	43	44	45
DUSP3 inh	·	·	·	·	·
Rv3671c protease	·	·	·	·	·
MazEF act	·	·	·	·	·
TcdB inh	-1.0	-2.5	0.9	-1.3	-0.8
SARS 3CLpro inh	·	·	·	·	·

[46] COc1cccc(-c2ccc([C@H]3[C@@H](CO)N4CCCCN(CC5CC5)C[C@H]34)cc2)c1
[47] C[C@@H]1CN([C@H](C)CO)C(=O)c2c(c3ccccc3n2C)-c2ccccc2CO[C@H]1CN(C)C(=O)[C@@H]1CCCN1C
[48] COc1ccc(CNC(=O)C[C@@H]2C[C@H]3c4cc(NS(=O)(=O)c5ccc(F)cc5)ccc4O[C@H]3[C@@H](CO)O2)cc1
[49] C[C@H](CO)N1C[C@H](C)[C@H](CN(C)Cc2ccc(C(F)(F)F)cc2)Oc2ccc(N(C)C)cc2CC1=O
[50] C[C@@H]1CCCCO[C@H](CN(C)Cc2ccc(C(F)(F)F)cc2)[C@@H](C)CN([C@@H](C)CO)C(=O)c2cc(NC(=O)NC3CCCCC3)ccc2O1

Screen / compound no.	46	47	48	49	50
DUSP3 inh	·	·	·	·	·
Rv3671c protease	·	·	·	·	·
MazEF act	·	·	·	·	·
TcdB inh	0.5	-0.4	-7.2	-3.5	-0.1
SARS 3CLpro inh	·	·	·	·	·

[51] CN1C(=O)c2cc(NC(=O)c3cnccn3)ccc2OC[C@@H]2O[C@H](CC(=O)N[C@@H]3CCN(Cc4ccccc4)C3)CC[C@H]21
[52] O=C(c1ccccn1)N1C[C@H]2[C@@H](c3ccccc31)[C@@H](CO)N2C(=O)C1CCOCC1
[53] COc1ccc(NC(=O)N(C)C[C@@H]2OCCCC[C@@H](C)Oc3ccc(NC(=O)C4CCCCC4)cc3C(=O)N([C@@H](C)CO)C[C@@H]2C)cc1
[54] C[C@@H](NC(=O)C[C@@H]1C[C@@H]2c3cc(NS(C)(=O)=O)ccc3O[C@@H]2[C@H](CO)O1)c1ccccc1
[55] Cc1ccc(S(=O)(=O)Nc2cccc3c2O[C@H](CN(C)Cc2ccccc2)[C@H](C)CN([C@H](C)CO)C3=O)cc1

Screen / compound no.	51	52	53	54	55
DUSP3 inh	·	·	·	·	·
Rv3671c protease	·	·	·	·	·
MazEF act	·	·	·	·	·
TcdB inh	-0.6	-0.5	-0.3	0.9	0.3
SARS 3CLpro inh	·	·	·	·	·

[56] COc1cccc(C#Cc2ccc3c(c2)O[C@@H](CN(C)C(=O)CN2CCOCC2)[C@@H](C)CN([C@H](C)CO)S3(=O)=O)c1
[57] C[C@H]1CN([C@@H](C)CO)C(=O)c2cc(N(C)C)ccc2O[C@H]1CN(C)Cc1ccncc1
[58] CCCN(C)C[C@@H]1Oc2cc(C#Cc3cccnc3)ccc2S(=O)(=O)N([C@@H](C)CO)C[C@H]1C
[59] CN(C)CC(=O)N1[C@H](CO)[C@H](c2ccccc2)C12CN(C(=O)c1cccc(F)c1)C2

Screen / compound no.	56	57	58	59
DUSP3 inh	·	·	·	·
Rv3671c protease	·	·	·	·
MazEF act	·	·	·	·
TcdB inh	1.9	0.2	-0.2	0.3
SARS 3CLpro inh	·	·	·	·

Not all compounds are listed (hit frequency here may not be typical).
